Source: PubChem
SRC3 inh: SRC3 coactivator transcriptional activity inhibitors, primary screen, cell-based, luminescence; Nuclear receptor coactivator 3 (Homo sapiens), Q9Y6Q9; HEK293 GAL4-SRC3 luciferase reporter; inhibition, % at 3.6 µM; actives 0.17% (n = 360,000); AID 588352, 2011;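 active means inhibition above a per-campaign cutoff, the mean of all compounds plus 3 SD, cut at about 60% in these data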;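 further: 0% = DMSO-treated cells and 100% = gossypol-treated cells at 36 µM; higher means less SRC3-driven luciferase light from the GAL4 reporter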
SRC2 inh: inhibition of GAL4-SRC2 driven luciferase reporter, primary screen, SRC2 inhibitor project, cell-based, luminescence. actives 0.17% (n = 370,000). inhibition, % at 9 µM. Nuclear receptor coactivator 2 (Homo sapiens), Q15596. HEK293 GAL4-SRC2 luciferase reporter. AID 651957, 2012;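 active means inhibition above the mean inhibition of all tested compounds plus 3 SD, set per campaign, cut at about 52% in these data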;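 further: 0% = DMSO treated cells and 100% = cells given Gossypol at 36 µM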
KKLEB tox: cytotoxicity in KKLEB CF airway cells, primary screen, cytotoxicity control for CF NF-kB inhibitor project, cell-based, uHTS, fluorescence assay plates; AID 602141, 2011; activity change (cytotoxicity), % at 5 µM; actives 0.36% (n = 360,000); KKLEB CF airway cells viability, ATPlite luminescence, overnight; stronger effect = lower value; cells stimulated with P. aeruginosa culture filtrate;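 active means corrected activity change at or below -50% at 5 µM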
NR2F2 inh: NR2F2 transcriptional activity inhibitors, primary screen, cell-based, luciferase reporter, HEK293T, luminescence; COUP transcription factor 2 (Homo sapiens), P24468; actives 0.7% (n = 370,000); inhibition, % at 8.6 µM; HEK293T NGFI-A luciferase reporter;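 active means inhibition above a per-plate cutoff, mean inhibition of test wells between control levels plus 3 SD, cut at about 38% in these data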;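 further: cells cotransfected with COUP-TFII expression vector driving the NGFI-A reporter; 0% = median of COUP-TF2 test wells and 100% = reporter-only cells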
Target sequence (P24468 whole entry, looked up): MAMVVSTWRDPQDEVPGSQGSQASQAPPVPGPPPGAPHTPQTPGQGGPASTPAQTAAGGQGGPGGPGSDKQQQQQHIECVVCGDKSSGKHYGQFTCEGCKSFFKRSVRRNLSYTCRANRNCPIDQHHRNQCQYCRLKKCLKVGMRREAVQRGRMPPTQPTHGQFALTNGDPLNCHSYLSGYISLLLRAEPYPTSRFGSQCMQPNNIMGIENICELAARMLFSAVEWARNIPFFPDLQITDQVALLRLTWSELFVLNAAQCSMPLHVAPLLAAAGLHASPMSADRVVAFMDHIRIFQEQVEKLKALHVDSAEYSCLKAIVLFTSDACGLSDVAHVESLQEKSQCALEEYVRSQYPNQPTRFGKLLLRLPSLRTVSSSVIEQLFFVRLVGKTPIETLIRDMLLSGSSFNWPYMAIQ
CF NFkB block: inhibitors of PAF-induced NF-kB signaling, primary screen, cell-based, GFP fluorescence, uHTS. KKLEB NF-kB-GFP reporter, GFP fluorescence overnight. inhibition, % at 5 µM. actives 0.86% (n = 360,000);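 active means at least 50% inhibition at 5 µM, scaled per plate between neutral and stimulator controls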;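 further: PAF is a Pseudomonas aeruginosa culture filtrate used as stimulus; plate controls were PAF-stimulated DMSO wells for no effect and unstimulated DMSO wells for full effect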
TROY NFkB inh: inhibitors of TROY-driven NF-kB signaling, primary screen, Q293 LMP1-TROYcd cells, NF-kB luciferase, uHTS | inhibition, % at 10 µM | AID 1347056, 2019 | actives 0.98% (n = 360,000) | Q293 LMP1-TROYcd NF-kB luciferase reporter, 4 h;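 active means compounds whose plate-normalised and pattern-corrected inhibition of the luciferase reporter signal at the single screening dose is 50% or more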
NCOA1 inh: SRC1 coactivator transcriptional activity inhibitors, primary screen, cell-based, luminescence; HEK293 GAL4-SRC1 luciferase reporter; actives 0.12% (n = 360,000); inhibition, % at 3.6 µM;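 active means inhibition above the campaign mean plus 3 SD, with each screening campaign given its own cutoff, cut at about 60% in these data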;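 further: 0% = DMSO treated cells and 100% = gossypol at 36 µM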
TRAIL sens C8: viability loss with TRAIL in NB7+C8 cells, primary screen, TRAIL sensitizer project, cell-based, ATPlite luminescence | inhibition (viability loss, TRAIL sensitization), % at 10 µM | actives 1% (n = 360,000);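 active means compounds causing at least 50% loss of cell viability in the single-dose screen, relative to plate controls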
LRH-1 inv ag: LRH-1 (NR5A2) inverse agonists, primary screen, cell-based, luminescence, HEK293T, StAR-luciferase reporter; AID 602396, 2012; LRH-1 transfected, 24 h; actives 0.13% (n = 360,000); inhibition, % at 3.6 µM;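 active means inhibition above the mean inhibition of all tested compounds plus 3 SD, cut at about 73% in these data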;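 further: 0% = DMSO wells and 100% = reporter-only cells lacking LRH-1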
LMP1 NFkB inh: EBV LMP1-driven NF-kappaB luciferase reporter inhibitors, primary screen, cell-based, luminescence, single point. LMP1-induced NF-kappaB luciferase reporter cells. inhibition, % at 12.5 µM. actives 0.69% (n = 350,000). AID 504558, 2011; in the data active means inhibition above about 41%;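 further: 0% = neutral control wells and 100% = reference inhibitor control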
TWEAK-Fn14 inh: inhibitors of TWEAK-Fn14 signaling, primary screen, luciferase reporter cells, uHTS. TWEAK-stimulated Fn14 reporter cells, luciferase luminescence, 8 h. inhibition, % at 10 µM. actives 2% (n = 360,000). AID 1159606, 2016; in the data active means inhibition above about 50%
* = called active by the depositor; . = not tested or not shown. Compounds were not picked by outcome, and some 4.2% of all compounds hit somewhere here.

mol,LMP1 NFkB inh,TROY NFkB inh,LRH-1 inv ag,TWEAK-Fn14 inh,KKLEB tox,NCOA1 inh,SRC3 inh,SRC2 inh,NR2F2 inh,TRAIL sens C8,CF NFkB block
O=C(COc1cc(F)ccc1[N+](=O)[O-])N1N=C(c2cccs2)CC1c1ccco1 (centres undefined),-4,-5,-17,16,-7,-7,4,-15,-16,6,0
CCN(CC)S(=O)(=O)c1cc(NC(=O)COC(=O)CCC(=O)c2ccc(F)cc2)ccc1C,-1,33,1,-3,5,6,1,0,11,-4,0
Cc1c(Cl)cccc1NC(=S)NCCN1CCOCC1,-4,5,-7,-1,7,3,13,-23,-10,-3,-1
CC(C)N(C(=O)COC(=O)CCC(=O)c1cccs1)c1ccccc1,2,-13,16,-2,-5,5,0,-50,6,1,0
COc1ccc(C2C3C(=O)N(Cc4ccccc4)C(=O)C3ON2c2ccccc2)c(OC)c1OC (centres undefined),-11,-26,10,14,10,1,1,-32,4,1,-9
Cc1cc(C)cc(N(CC(=O)N/N=C/c2ccncc2)S(=O)(=O)c2ccccc2)c1,-8,-14,-7,-16,-25,11,18,4,10,0,2
Oc1cc(-n2cccn2)c(O)cc1-n1cccn1,2,-21,-1,7,5,-19,9,1,7,6,4
Cc1cc(NC(=O)COc2ccccc2)n(-c2ccccc2)n1,6,7,13,15,14,10,9,-3,-1,0,0
CCOc1ccccc1N1CCN(C(=O)c2c(C)noc2C)CC1,8,-10,-19,16,2,-10,9,7,-9,-16,10
Clc1ccccc1OCc1nc(-c2ccccn2)no1,-6,7,-160,33,-5,-121,-108,-54,-47,28,1
COC(=O)c1cccc(NC(=S)Nc2cccc(Cl)c2Cl)c1,12,-26,-10,2,7,3,15,-13,-2,-15,-12
CN(C)S(=O)(=O)c1ccc(N2CCCC2)c(C(=O)NNC(=O)COc2ccccc2Cl)c1,3,4,-9,-7,-3,0,2,4,-27,-4,6
CCCCNC(=O)CSc1nc2ccc(NC(=O)CSc3nnc(N)s3)cc2s1,17,-14,6,24,10,-24,10,-4,6,32,-14
CCOc1ccc(CC(=O)C2C(=O)CCCC2=O)cc1OCC,-6,-12,-14,-22,0,7,-3,.,.,6,-2
CCCCN(C(=O)c1ccc(-c2ccc(Cl)cc2)o1)c1c(N)n(CCCC)c(=O)[nH]c1=O,-4,-12,-8,7,3,-17,-6,20,9,-17,-9
Cc1cc(C)cc(NC(=O)CCNS(=O)(=O)c2cc(Br)cnc2N)c1,0,6,9,2,-2,-20,13,-4,12,-3,12
O=C(COc1ccccc1[N+](=O)[O-])N/N=C/c1ccccn1,8,-30,-40,-12,-3,-30,-32,-38,-5,-6,-5
NC(=O)c1nsc(C(=O)N(CC(=O)NC2CCCCC2)c2cccc(F)c2)c1N,-5,-17,-12,8,7,-7,-8,-4,-6,2,16
Oc1cc(CNCc2ccccc2)c(O)cc1CNCc1ccccc1,-2,1,1,-13,-19,-29,-6,-6,6,-10,20
CN(C)c1nc(OCc2ccccc2)c2ncc(=O)[nH]c2n1,2,1,7,-6,-4,1,3,1,-4,2,-2
COc1ccccc1/C=C/C(=O)OCC(=O)c1cc(C)n(C)c1C,3,6,-11,-13,1,-20,10,5,-18,-6,-11
Oc1ccc(/C=N/n2cnn(Cc3ccccc3Cl)c2=S)c(O)c1,15,-1,-7,18,9,-17,10,-32,7,-2,4
O=C(Nc1ccccc1)NC1CCCCC1,-13,-40,-17,-15,-1,-34,-31,-19,-9,1,-1
CCN(CC)c1nc(-c2ccccc2)nc2c1sc(=S)n2CC,-13,14,-17,-5,6,-1,6,-4,6,-8,-12
C/C(=N/NC(N)=S)c1cc2ccc(O)cc2oc1=O,0,2,14,12,2,-24,4,-6,-3,-30,-22
CCOc1ccc(C2C(C(C)=O)=C(O)C(=O)N2CCc2c[nH]c3ccccc23)cc1 (centres undefined),2,-22,-25,-6,-2,-21,3,7,21,-1,1
Cc1cccc(S(=O)(=O)N(C)C[C@H]2OCc3cnnn3CCCC(=O)N([C@@H](C)CO)C[C@H]2C)c1,3,2,4,-2,5,5,-1,6,-8,11,-27
NC(=O)c1cccnc1Nc1cccc([N+](=O)[O-])c1,-8,-51,-90,-19,8,-56,-97,-48,-42,-2,-6
CCOC(=O)C1CCCN(C(=O)c2ccccc2Oc2ccccc2)C1 (centres undefined),0,-30,2,-10,-6,-5,10,1,-2,-10,4
CCCn1c(SCC(=O)N2CCc3ccccc3C2)nc2c1c(=O)n(C)c(=O)n2C,6,-1,8,8,4,-3,20,6,-4,13,2
CCCn1c(=O)n(C)c(=O)c2c(SCC(=O)NCC(c3ccccc3)N(C)C)nc(CC(C)C)nc21 (centres undefined),-15,-7,5,20,-11,-10,-6,14,11,8,26
Cc1nc(-c2ccc(Cl)cc2)sc1C1(C)CC(c2ccccc2)=NO1 (centres undefined),-6,45,-50,21,-6,-46,-55,-73,-31,11,-10
COc1ccc(NC(=O)CCCN2C(=O)C3CC=CCC3C2=O)cc1 (centres undefined),-11,-15,-15,-15,6,5,-3,-1,2,9,2
Clc1ccc(COc2ccccn2)cc1Cl,-9,10,-15,-2,-5,-5,17,-27,-22,7,11
COC(=O)[C@]12CCCCC=C1N(Cc1ccc(Cl)cc1Cl)C(=O)[C@H](CC(=O)NCC1CCCCC1)C2,.,6,29,25,.,.,.,-16,4,3,.
COc1ccc(-n2nnnc2-c2cccc(OC)c2)cc1,8,-5,19,-11,-10,-20,-4,-6,-5,-12,12
Cc1nc(NC(C)(C)CO)c([N+](=O)[O-])cc1[N+](=O)[O-],3,2,2,7,4,-1,-11,-32,0,-8,-5
COc1ccc(-n2nc(C(=O)NCC(=O)NC3CCCC(C)C3C)c3ccccc3c2=O)cc1 (centres undefined),0,23,-15,9,-3,-9,-4,-34,-12,4,9
CCOc1ccccc1-n1nnnc1SCC(=O)NC(=O)NCc1ccco1,-3,-7,7,15,11,-5,-29,1,6,-6,4
O=C(OCCc1cc2ccccc2c(=O)o1)c1cccs1,-9,-46,-15,-14,7,-22,-12,-16,-9,-8,-10
CC1Nc2ncnc(N3CCN(c4ccccn4)CC3)c2N(Cc2ccccc2)C1=O (centres undefined),-1,12,-23,-24,-9,6,-26,10,-8,-14,12
Cn1c(/N=C/c2cccs2)nc2ccccc21,-8,4,12,-15,0,1,21,4,20,2,-2
Cc1nc(-c2ccc(F)cc2)c(CC(=O)N2CCN(S(=O)(=O)c3cccc([N+](=O)[O-])c3)CC2)s1,1,-6,2,-3,-12,13,-7,15,2,12,-1

In the list so far, these have a Cl atom.
mol,LMP1 NFkB inh,TROY NFkB inh,LRH-1 inv ag,TWEAK-Fn14 inh,KKLEB tox,NCOA1 inh,SRC3 inh,SRC2 inh,NR2F2 inh,TRAIL sens C8,CF NFkB block
Cc1c(Cl)cccc1NC(=S)NCCN1CCOCC1,-4,5,-7,-1,7,3,13,-23,-10,-3,-1
Clc1ccccc1OCc1nc(-c2ccccn2)no1,-6,7,-160,33,-5,-121,-108,-54,-47,28,1
COC(=O)c1cccc(NC(=S)Nc2cccc(Cl)c2Cl)c1,12,-26,-10,2,7,3,15,-13,-2,-15,-12
CN(C)S(=O)(=O)c1ccc(N2CCCC2)c(C(=O)NNC(=O)COc2ccccc2Cl)c1,3,4,-9,-7,-3,0,2,4,-27,-4,6
CCCCN(C(=O)c1ccc(-c2ccc(Cl)cc2)o1)c1c(N)n(CCCC)c(=O)[nH]c1=O,-4,-12,-8,7,3,-17,-6,20,9,-17,-9
Oc1ccc(/C=N/n2cnn(Cc3ccccc3Cl)c2=S)c(O)c1,15,-1,-7,18,9,-17,10,-32,7,-2,4
Cc1nc(-c2ccc(Cl)cc2)sc1C1(C)CC(c2ccccc2)=NO1 (centres undefined),-6,45,-50,21,-6,-46,-55,-73,-31,11,-10
Clc1ccc(COc2ccccn2)cc1Cl,-9,10,-15,-2,-5,-5,17,-27,-22,7,11
COC(=O)[C@]12CCCCC=C1N(Cc1ccc(Cl)cc1Cl)C(=O)[C@H](CC(=O)NCC1CCCCC1)C2,.,6,29,25,.,.,.,-16,4,3,.
